Assay outcomes: PubChem BioAssay, National Center for Advancing Translational Sciences (NCATS)
Nrf2 inh – Nrf2 pathway inhibition; Potency, µM (doses to about 46 µM), inactives show top-dose activity change, negative = inhibition, hits mostly inhibitors; 360,000 compounds, 2.1% hits; A549 ARE-Fluc reporter, luciferase luminescence, 18-24 h; also: potency is read from the fitted curve at half-maximal effect; % is scaled to controls: 0 for no effect and ±100 for the full control effect; nearly all actives have a fitted effect of over 60% in size
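Nrf2 activity is the BugLite luminescence, read 15 min after reagent at room temperature, following CellTiter-Fluor cytotoxicity readout (30 min, 37C). Compound titrations were applied for 18-24 h to 5000 A549 ARE_Fluc cells/well in 5% FBS OPTI-MEM.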
MCF10A rerep – induces DNA re-replication in MCF 10a normal breast cells; MCF 10A DNA re-replication, Hoechst nuclear intensity, 48 h; Potency, µM (titrated, usually from 46.1 µM), without a hit: at the top dose activity, positive = re-replication, hits mostly activators; 350,000 compounds, 2.9% hits; also: potency is read from the fitted curve at half-maximal effect; % of control where 0% means no effect; nearly all actives have a fitted effect of over 50% in size
TGFb inhibitor – blocks TGF-b signaling; Potency, µM (doses to about 46.1 µM), for inactives: top-dose activity, negative = inhibition, usual class: inhibitors; 410,000 compounds, 1.2% hits; HepG2 CAGA-GFP TGF-b/SMAD3 reporter, GFP fluorescence, 18 h; TGF-beta stimulated, 500 pg/mL final; AID 588855; also: potency is read from the fitted curve at half-maximal effect; % is scaled to controls: 0 for no effect and ±100 for the full control effect; nearly all actives have a fitted effect of over 65% in size
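HEPG2 CAGA-GFP reporter cells (1000/well, DMEM with 1% FBS) received compounds, then recombinant TGF-beta at 500 pg/mL final for 18 hours at 37 degrees C. Per-cell GFP summed per well was normalised to unstimulated and stimulated DMSO controls before curve fitting.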
ATXN viability – reduces viability in counter-screen for ATXN expression inhibitors; Potency, µM (doses to about 56.7 µM), most hits filed as cytotoxic; S2 cells (HEK-293 line with an ATXN2-luciferase reporter) viability, CellTiter-Fluor protease fluorescence, 24 h; 400,000 compounds, 0.49% hits; also: potency is read from the fitted curve at half-maximal effect; nearly all actives have a fitted effect of over 40% in size
IL-1B inflam inh – blocks inflammasome-driven IL-1 beta release; THP-1 LPS/ATP IL-1B secretion, AlphaLISA, 16 h; stronger effect = lower value; activity change, % at 57.5 µM; 360,000 compounds, 4.7% hits; AID 743279; in the data active = activity change below about -50%; inconclusive = mostly about -30% to -49%; also: % is scaled to controls: 0 for no effect and ±100 for the full control effect
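THP-1 cells pretreated 1 hr with compounds (up to 57.5 uM final), then stimulated with LPS (250 ng/mL final) plus ATP (1.25 mM final); secreted IL-1B measured by AlphaLISA after 16 hr, decreased signal indicating inhibition.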
A549 viability – kills or reduces viability of A549 cells in Nrf2 counter-screen; A549 ARE-Fluc cells, CellTiter-Fluor viability, 18-24 h; Potency, µM (doses to about 46 µM), without a hit: top-dose activity change, negative = cytotoxicity, usual class: inhibitors; 390,000 compounds, 0.16% hits; AID 504648; also: potency is read from the fitted curve at half-maximal effect; % is scaled to controls: 0 for no effect and ±100 for the full control effect
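A549 ARE_Fluc cells in 5% FBS OPTI-MEM were exposed to compounds in concentration-response for 18-24 h at 37 deg C. Viability was read by CellTiter-Fluor fluorescence (Ex 405/Em 525) after 30 min, before the luciferase read.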
Nrf2 ARE act – activators of Nrf2 (ARE) signaling; AREc32 ARE-luciferase reporter (MCF7-derived line), luminescence, 24 h; Potency, µM (top dose mostly 46.1 µM), inactives show at the highest dose activation, usual class: activators; 410,000 compounds, 0.31% hits; also: potency is read from the fitted curve at half-maximal effect; % of control where 0% means no effect; nearly all actives have a fitted effect of over 65% in size
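ARE activation measured as luciferase luminescence (Steady-Glo, 30 min RT) in AREc32_Fluc cells after 24 hr compound exposure at 37 deg C, 5% CO2; cells seeded overnight at 1000/well in OPTI-MEM, 5% FBS.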
HepG2 tox – HepG2 cytotoxicity, counter-screen for TGF-b inhibitors; Potency, µM (titrated, usually from 46.1 µM), for inactives: at the highest dose activity change, negative = cytotoxicity, actives largely listed as cytotoxic; 410,000 compounds, 0.76% hits; HepG2 CAGA-GFP viability, ATP luminescence, 18 h; AID 588856; also: potency is read from the fitted curve at half-maximal effect; some results filed as inactive show a strong effect at the top dose
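HepG2 CAGA-GFP cells (1000/well, DMEM with 1% FBS) received compound, then TGF-beta at 500 pg/mL final, and were incubated 18 hours at 37 degrees C. Viability was read by CellTiter-Glo luminescence. Media-only wells were set as complete cell-killing and DMSO as no toxicity.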
ATXN2 expr inh – inhibitors of ATXN2 expression. HEK-293 ATXN2-luciferase reporter, luminescence, 24 h. Potency, µM (doses to about 57 µM), for inactives: at the highest dose activity change, negative = inhibition, usual class: inhibitors. 360,000 compounds, 0.72% hits; also: potency is read from the fitted curve at half-maximal effect; % is scaled to controls: 0 for no effect and ±100 for the full control effect; nearly all actives have a fitted effect of over 55% in size
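qHTS (up to 57 uM final) was run with 24 h compound exposure of reporter cells at 37 °C. Each well was multiplexed: SteadyGlo luminescence measured ATXN2-luciferase expression after a fluorogenic Gly-Phe-AFC viability readout (25 uM final).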
Numbers without * were called inactive; i = inactive; ? = inconclusive; . = not tested or not shown; [ ] = dose if it differs, or a comment. Unless noted, calls follow the shape of the dose curve; as a rule, active = well fitted curve in the direction sought with a large enough effect; inconclusive = small, poorly fitted or top-dose-only effect, or another doubt; inactive = no such curve, though single readings can be large; an effect the other way counts as inactive or inconclusive.

SMILES | Nrf2 inh | MCF10A rerep | TGFb inhibitor | ATXN viability | IL-1B inflam inh | A549 viability | Nrf2 ARE act | HepG2 tox | ATXN2 expr inh
O=C(CC1NCCc2ccccc21)Nc1cccc(Cl)c1 (stereo not given) | ? | ? | 5% | i | -30 | -12% | 3.3% | -11% | 22%
CNc1ncnc2c1ncn2[C@H]1CN(Cc2ccc3c(c2)OCO3)C[C@@H](CO)O1 | . | . | -8% | i | -8 | . | -1.0% | 2% | 10%
Cc1ccccc1CSCCNS(C)(=O)=O | -13% | -5% | -8% | i | -17 | 11% | -0.3% | -3% | 9%
Cc1cc(C)n(CC(=O)NNC(=O)CCNC(=O)c2ccccc2Cl)n1 | -1% | 0% | 1% | i | -3 | -4% | -1.0% | -11% | 6%
O=C(COC(=O)c1ccccc1Cl)Nc1nccs1 | 1% | ? | 20% | i | -1 | -1% | 0.2% | 0% | 15%
O=c1c(Cc2ccc(F)cc2)c(O)ccn1CCc1ccccn1 | -25% | -16%[9.22 µM] | 0% | ? | -1 | -1% | -0.3% | 9% | -14%
CCc1nnc(NC(=O)c2ccccc2NC(=O)C2CCN(C(=O)c3ccco3)CC2)s1 | -1% | . | 1% | . | . | 9% | . | 4% | .
Cc1ccccc1-n1c(SC/C(O)=C(\C#N)c2nc3ccccc3[nH]2)nnc1-c1ccncc1 | -5% | 27% | -3% | i | 21 | -8% | 3.5% | -3% | 1%
Cc1ccc(NC(=O)c2c(C)noc2-c2snnc2C)cc1 | -19% | 19% | 4% | ? | 13 | -8% | 0.0% | 6% | -14%
CCN1C(=O)CSc2ccc(C(=O)OC)cc21 | -18% | 13% | 19% | i | 20 | -4% | 0.0% | 10% | 6%
COc1ccc(N2CC(C(=O)Nc3nnc(SCC(=O)NCC4CCCO4)s3)CC2=O)cc1 (stereo not given) | 10% | 1% | -15% | i | -5 | -1% | -0.5% | -8% | 16%
Cc1ccc(Cn2ccn(Cc3ccccc3C)c(=O)c2=O)cc1 | 1% | . | -3% | i | . | -2% | -0.4% | -6% | -6%
CNC(=S)N1CCN(S(=O)(=O)c2ccc3ccccc3c2)CC1 | 23µM* | 16% | 0% | i | -18 | 2% | 2.2% | -1% | -11%
O=C(NCC(=O)N1CCc2ccccc2C1)c1ccccc1Cl | ? | -14% | 0% | i | 7 | -1% | -0.1% | -16% | 27%
Cc1noc(C)c1CSCC(=O)Nc1cc(S(=O)(=O)N2CCOCC2)ccc1OC(C)C | -13% | 1% | 0% | i | -9 | -7% | 0.3% | -9% | -1%
COc1ccccc1NC(=O)Nc1cccnc1 | 32% | 11% | 34%[activator] | i | -14 | 2% | 0.3% | 6% | 5%
COc1cc(/C=N/NC(=O)C(C)n2nnc3ccccc32)ccc1O (stereo not given) | . | 0% | 8% | i | -5 | -4% | -0.1% | 10% | 2%
O=C(NC(=S)NC1CC1)c1cccnc1 | -9% | 4% | -22% | i | 10 | -1% | 0.4% | 18% | 4%
O=C(O)c1cc(/C=C/C(=O)c2cc(F)ccc2O)c2c(c1)COCO2 | -8% | 3% | ? | i | -14 | 9% | 6.3% | 0% | .
Cc1cccc(OCC(=O)Nc2cc(C)on2)c1 | 29% | -2% | -15% | i | 12 | 1% | -1.0% | 18% | 8%
Cc1nn(Cc2ccc(F)cc2)c(C)c1NC(=O)c1cc2ncc(Br)cn2n1 | 1% | 1% | 0% | ? | 0 | -3% | -0.5% | 3% | .
NC(=O)CC[C@@H]1NC(=O)[C@@H]2CCCN2C(=O)c2cc([N+](=O)[O-])cc(F)c2NCCC[C@@H](C(N)=O)NC1=O | 10% | 9% | 3% | ? | 11 | ? | 0.0% | 10% | 8%
Cc1c(N2C(=O)CSC2c2ccc([N+](=O)[O-])cc2)c(=O)n(-c2ccccc2)n1C (stereo not given) | -6% | -5% | 4% | i | 6 | 0% | -0.1% | -9% | 4%
COc1ccc(C2c3c(n(C)c4ccccc34)C(=O)N2CC(=O)Nc2ccc(F)cc2)cc1 (stereo not given) | 25% | . | 0% | . | . | -12% | 3.3% | 1% | .
CC(C)CC(NC(N)=O)C(=O)OCC(=O)N(Cc1ccccc1)Cc1ccccc1 (stereo not given) | 1% | 0% | 3% | i | 25 | 6% | 0.3% | 8% | 8%
O=C(O)C1=C[C@H](c2ccc(C(F)(F)F)cc2)C[C@H](OCCCCO)O1 | 16% | 3% | -3% | i | 24 | -1% | -0.7% | -6% | 9%
Cc1ccc(NC(=O)C2CCCN2S(=O)(=O)c2cccc3cccnc23)cc1C (stereo not given) | -22% | . | ? | . | . | 1% | 3.7% | -18% | .
CCOc1cccc(-c2nnc(SCC(=O)Nc3cc(OC)cc(OC)c3)n2N)c1 | 1% | -1% | -11% | i | -7 | . | 0.6% | -3% | 2%
Cn1nnc2ccccc2c1=O | -7% | 7% | 16% | i | 7 | 6% | -0.8% | 1% | 1%
O=C(O)CC(=O)Nc1ccc(Oc2ccc(C(F)(F)F)cn2)c(Cl)c1 | -26% | 15% | 7% | i | -15 | 2% | 0.2% | -8% | -1%
CSCCCNC(=S)N1CCc2ccccc2C1 | 11% | 0% | -8% | ? | -17 | 3% | 2.3% | -1% | 1%[11.3 µM]
Cc1ccc(CNC(=O)c2ccc(Cn3c(=O)c4ccccc4n(CC(=O)Nc4ccc(C)cc4C)c3=O)cc2)cc1 | 7% | . | 12% | i | . | -3% | -0.8% | 5% | 13%
Cc1ccc(S(=O)(=O)N(C)CC(=O)NNC(=O)CCS(=O)(=O)c2ccccc2)cc1 | 10% | -8% | 0% | i | 25 | 8% | -1.0% | 10% | 3%
CCCC(c1nnnn1C(C)(C)CC)N1CCN(C(=O)c2ccco2)CC1 (stereo not given) | 6% | 2% | 11% | i | -8 | 1% | -0.1% | 6% | -11%
CC(=O)c1cccc(NC(=O)c2cccc(N3C(=O)c4ccccc4C3=O)c2)c1 | 3% | 13% | 1% | i | 0 | -2% | -0.3% | 2.8µM* | -4%
Cc1ccnc(NC(=O)CCC(=O)N(CC(=O)NC(C)(C)C)C2CCCC2)c1 | . | -3% | -12% | i | 7 | -2% | -0.8% | 20% | -2%
COc1ccccc1C(C[N+](=O)[O-])c1c[nH]c2ccccc12 (stereo not given) | -26% | ? | ? | ? | -89* | -2% | -0.1% | -4% | ?
O=C(CSc1ncn[nH]1)Nc1cccc(S(=O)(=O)N2CCCCCC2)c1 | ? | 24% | -4% | i | -5 | -10% | -1.0% | -1% | -25%
CCc1cc(CNC(=O)c2ccc3nc(Cc4ccc(OC)c(OC)c4)oc3c2)on1 | 21µM* | -4% | -10% | i | 5 | -9% | 2.2% | -14% | -9%
CCOC(=O)c1cnc(-n2nc(C)cc2C)nc1NCCc1ccccc1 | -27% | ? | -6% | ? | 18 | -2% | 2.0% | -7% | -11%
Cc1cccn2c(=O)c3cc(C(=O)N4CCN(C(=O)c5ccco5)CC4)n(C)c3nc12 | -9% | 14% | -24% | i | ? | 6% | 2.7% | -2% | -14%
CCN(CC)S(=O)(=O)c1ccc2oc(Nc3ccc(OC)cc3OC)nc2c1 | ? | 14% | 1% | i | 25 | 0% | 4.8% | -15% | -2%
Cc1ccsc1/C=N/NC(=O)CO | 19% | ? | 2% | i | -15 | 1% | 0.4% | 12% | 5%
CCc1ccc(N2C(=O)CN(Cc3cccs3)C2=S)cc1 | -5% | 0% | 4% | i | -1 | 1% | 2.0% | -24% | 9%
Cc1ccc(CNC(N)=S)cc1 | -12% | 16% | 8% | i | -11 | 18% | -0.4% | -1% | 4%
C/C=C/C(=O)OCC(=O)Nc1nc2ccc(C)cc2s1 | 9% | 4% | 7% | i | -8 | -9% | 0.4% | -8% | 15%
O=C(Cc1cccs1)N/N=C/C(Cl)=C/c1ccccc1 | 2% | 18% | -26% | i | 4 | 4% | 7.6% | -27% | -3%
CCOC(=O)[C@@H]1[C@H]2COc3ccc(Br)cc3[C@H]2N2C(=O)N(c3ccc(Br)cc3)C(=O)[C@]12C | 0% | ? | -24% | i | 8 | 1% | 0.1% | -15% | 7%

Laid out differently: results already given.
Below each compound: Nrf2 inh | MCF10A rerep | TGFb inhibitor | ATXN viability | IL-1B inflam inh | A549 viability | Nrf2 ARE act | HepG2 tox | ATXN2 expr inh
> CCc1cc(CNC(=O)c2ccc3nc(Cc4ccc(OC)c(OC)c4)oc3c2)on1
→ 21µM* | -4% | -10% | i | 5 | -9% | 2.2% | -14% | -9%
> O=C(Cc1cccs1)N/N=C/C(Cl)=C/c1ccccc1
→ 2% | 18% | -26% | i | 4 | 4% | 7.6% | -27% | -3%

More compounds.
SMILES | Nrf2 inh | MCF10A rerep | TGFb inhibitor | ATXN viability | IL-1B inflam inh | A549 viability | Nrf2 ARE act | HepG2 tox | ATXN2 expr inh
O=C(CN1CCCCC1)N1CCc2ccccc21 | 11% | -9% | 6% | i | -2 | 8% | -0.5%[9.22 µM] | 1% | -11%
COc1cc(C)ccc1Oc1nc(-c2ccccc2O)nc2ccccc12 | -19% | 0% | -31% | i | 28 | 6% | 2.7% | -20% | -10%
COc1ccc(/C=N/Nc2nc(N3CCCC3)nc(N3CCCC3)n2)c(OC)c1OC | 6% | ? | 2% | i | 21 | 16% | 0.2% | -3% | 2%
CN1C(=O)CC(C(=O)O)SC1=Nc1cc(Cl)cc(Cl)c1 (stereo not given) | -24% | 6% | -5% | i | 1 | -1% | -0.5% | 16% | -3%
Cc1c(NC(=O)c2cc3c(s2)CCCC3)c(=O)n(-c2ccccc2)n1C | 3% | 6% | 14% | i | -6 | -5% | -0.3% | -8% | 33%[activator]
CCOC(=O)c1c(C)c(C(=O)Nc2ccc(N(C)C)cc2)c(C)n1CC | . | 6.5µM* | -19% | i | -3 | -13% | -0.9% | 2% | 54%[activator]
